Yp Topo-I inh: Y. pestis Topo-I inhibition via cleavage products; Y. pestis Topo-I cleavage product accumulation, plate reader; activity, % at 10 µM; 0.064% of 360,000 active; in the data active = activity above about 50%, passing the limit was not always enough; inconclusive = no clear call, values can overlap the other calls; note: inactives centre near 2
PfHsp40 yeast: restores yeast growth despite PfHsp40 toxicity | S. cerevisiae expressing PfHsp40, growth rescue, ATP luminescence | growth rescue, % at 12.5 µM | 0.68% of 340,000 active | AID 504582; in the data active = growth rescue above about 28%, passing the limit was not always enough; inconclusive = no clear call, values can overlap the other calls;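 note: yeast W303a lacking pdr1 and pdr3 grown in galactose medium; growth measured after three days at 30 °C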
FadD28 FP inh: M. tuberculosis FadD28 bisubstrate binding inhibition; 0.22% of 360,000 active; inhibition, % at 12.5 µM; FadD28 bisubstrate probe binding, fluorescence polarization; in the data active = inhibition above about 8.5%, passing the limit was not always enough; inconclusive = no clear call, values can overlap the other calls
BoNT A protease: blocks Botulinum neurotoxin A light chain protease | 0.17% of 360,000 active | multiplex microsphere protease substrate cleavage, flow cytometry | AID 588499 | inhibition, % at 10 µM; note: plate controls were buffer without enzyme for full effect and enzyme alone for no effect
PrPC surface inh: inhibitors of human cell surface prion protein PrPC | AID 720596 | P04156 | 0.43% of 370,000 active | TR-FRET read-out | inhibition, % at 13.8 µM; in the data active = inhibition above about 24%; note: 0% = median of the test wells and 100% = reference compound wells
BoNT-F LC inh: BoNT F light chain protease inhibition; AID 588497; inhibition, % at 10 µM; 0.22% of 360,000 active; Multiplex microsphere protease cleavage assay, flow cytometry; in the data active = inhibition above about 35%, passing the limit was not always enough; inconclusive = no clear call, values can overlap the other calls; note: plate controls were buffer without enzyme for full effect and enzyme alone for no effect
TcdB GH inh: inhibitors of Clostridioides difficile toxin B glycohydrolase | TcdB glycohydrolase enzymatic assay, plate reader | inhibition, % at 9.99 µM | 0.24% of 350,000 active | AID 652162 | P18177; in the data active = inhibition above about 10%
CCHFV vOTU inh: blocks the CCHF virus ovarian tumor domain protease | inhibition, % at 11.5 µM | AID 651958 | 0.55% of 370,000 active | CCHFV vOTU protease, Pep-AMC fluorescence; in the data active = inhibition above about 30%; note: 0% = vehicle wells with enzyme and 100% = no enzyme wells
Anthrax LF inh2: blocks Bacillus anthracis lethal factor protease | multiplex microsphere protease cleavage assay, LF | inhibition, % at 10 µM | 0.12% of 360,000 active | AID 588501; note: plate controls were buffer without enzyme for full effect and enzyme alone for no effect
Target sequence (P15917 whole entry, looked up): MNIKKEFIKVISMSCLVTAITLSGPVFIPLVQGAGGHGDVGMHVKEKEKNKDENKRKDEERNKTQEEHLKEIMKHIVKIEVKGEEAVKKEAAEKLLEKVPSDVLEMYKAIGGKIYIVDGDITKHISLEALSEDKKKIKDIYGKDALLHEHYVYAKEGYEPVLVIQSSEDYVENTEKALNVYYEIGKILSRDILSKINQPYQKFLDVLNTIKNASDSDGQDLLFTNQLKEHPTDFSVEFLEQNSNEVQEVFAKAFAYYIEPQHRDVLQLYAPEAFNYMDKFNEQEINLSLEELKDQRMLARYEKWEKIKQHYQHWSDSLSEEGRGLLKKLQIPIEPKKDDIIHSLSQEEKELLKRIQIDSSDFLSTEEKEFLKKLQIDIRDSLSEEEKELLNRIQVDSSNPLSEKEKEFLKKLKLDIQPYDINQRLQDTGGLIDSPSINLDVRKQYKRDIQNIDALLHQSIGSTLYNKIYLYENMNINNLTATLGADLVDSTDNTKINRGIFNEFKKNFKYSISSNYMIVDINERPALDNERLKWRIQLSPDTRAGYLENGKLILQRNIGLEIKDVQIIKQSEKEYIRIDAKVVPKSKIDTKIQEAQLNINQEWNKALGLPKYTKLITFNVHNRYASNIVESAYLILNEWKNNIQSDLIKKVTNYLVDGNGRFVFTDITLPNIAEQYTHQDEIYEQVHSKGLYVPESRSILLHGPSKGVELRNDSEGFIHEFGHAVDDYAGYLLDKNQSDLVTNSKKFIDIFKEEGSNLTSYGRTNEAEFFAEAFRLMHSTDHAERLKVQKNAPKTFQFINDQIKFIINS
Numbers without * were called inactive; ? = inconclusive; / = not tested or not shown. Cut-off read from the data, not from the text of the source, unless noted: active = inhibition above about 30%; inconclusive = no clear call, values can overlap the other calls; inactive = below that.

SMILES	Yp Topo-I inh	PfHsp40 yeast	FadD28 FP inh	BoNT A protease	PrPC surface inh	BoNT-F LC inh	TcdB GH inh	CCHFV vOTU inh	Anthrax LF inh2
CCOc1ccc(C(C)=O)cc1COC(=O)CCc1cc(OC)c(OC)c(OC)c1	20	1.3	-1.5	-1.3	-4	7	1.3	13	-3
C=CCOc1ccc(CNCCc2ccc(S(N)(=O)=O)cc2)cc1	5	-2.0	-0.1	-0.1	0	-13	-0.8	0	0
O=C(CN1CCN(c2ccc(F)cc2)CC1)c1ccc2c(c1)OCO2	-2	-1.1	-2.3	0.1	4	1	/	0	-1
COC(=O)c1cn(C(C)C(=O)NCc2ccco2)c2ccccc12 (stereo not given)	-4	0.7	-5.1	-0.4	4	7	/	1	-15
COc1ccc(S(=O)(=O)NC2CCCCC2)cc1C(=O)N1CCCCC1	-5	-1.1	-1.2	1.3	4	-3	0.4	-2	4
Cc1cc(NC(=O)CCCS(=O)(=O)c2nc(-c3cccs3)cc(C(F)(F)F)n2)no1	7	-1.6	-3.5	0.7	-5	20	-0.1	24	-1
Cc1cc(N2CCOCC2)nc(-c2ccc([N+](=O)[O-])cc2)n1	1	-1.7	-1.2	0.8	-12	5	/	-6	1
CCN(CC)CCCNC(=S)N1CCn2c(nc3ccccc32)C1	-5	0.9	-0.2	0.1	6	0	/	-13	-2
CC1CCCN(Cc2nc3c(c(=O)n(C)c(=O)n3C)n2Cc2c(F)cccc2Cl)C1 (stereo not given)	-5	0.6	-3.6	-0.2	-1	-6	0.5	-2	16
Cc1cc(C)n2nc(SCC#N)nc2n1	12	-1.1	-1.7	-0.3	5	-4	0.2	2	-3
COc1ccc(CN2CCCCCC2)cc1OC	3	/	-1.4	/	-8	/	0.0	-13	/
COC(=O)c1ccc(NC(C)=O)o1	10	0.5	-1.7	-0.8	7	2	/	14	-3
O=C(/C=C/c1cccs1)N1CCC2(CC1)Oc1ccc(F)cc1C(=O)C21CC(c2ccc(Cl)cc2)=NO1 (stereo not given)	-4	-1.7	-1.3	-1.0	1	-5	-0.2	4	-5
O=C(/C=C/c1cccc(Cl)c1)Nc1ccncc1	1	0.6	-11	-1.5	-7	-2	/	3	-3
CN1CC(C(=O)c2ccccc2)C(c2ccccc2)C1 (stereo not given)	0	-0.1	-4.6	-0.8	1	-10	1.8	4	5
O=S(=O)(Nc1cccc2ncccc12)c1cccc(C(F)(F)F)c1	5	-0.8	-0.1	0.6	4	-3	-1.5	15	-2
O=C(Nc1nnc(CCN2CCCCC2)s1)c1ccc(Br)cc1	-12	-0.8	-2.4	0.1	1	2	-0.9	-13	2
CC1(C)NC(=O)N(CCCCOc2cccc(C(F)(F)F)c2)C1=O	13	-0.6	0.6	-0.1	-7	-1	/	3	0
O=S(=O)(c1cccs1)N1CCN(CC(O)COC2CCCc3ccccc32)CC1 (stereo not given)	16	-0.1	0.9	0.1	2	15	-0.3	11	-1
COCCn1c(SCCN2CCCCC2)nc2ccccc2c1=O	10	-1.2	0.1	1.1	-11	8	/	4	?

5 compounds already listed, ordered by count of non-hydrogen atoms, low to high.
SMILES	Yp Topo-I inh	PfHsp40 yeast	FadD28 FP inh	BoNT A protease	PrPC surface inh	BoNT-F LC inh	TcdB GH inh	CCHFV vOTU inh	Anthrax LF inh2
O=C(/C=C/c1cccc(Cl)c1)Nc1ccncc1	1	0.6	-11	-1.5	-7	-2	/	3	-3
CN1CC(C(=O)c2ccccc2)C(c2ccccc2)C1 (stereo not given)	0	-0.1	-4.6	-0.8	1	-10	1.8	4	5
CCN(CC)CCCNC(=S)N1CCn2c(nc3ccccc32)C1	-5	0.9	-0.2	0.1	6	0	/	-13	-2
CC1CCCN(Cc2nc3c(c(=O)n(C)c(=O)n3C)n2Cc2c(F)cccc2Cl)C1 (stereo not given)	-5	0.6	-3.6	-0.2	-1	-6	0.5	-2	16
O=C(/C=C/c1cccs1)N1CCC2(CC1)Oc1ccc(F)cc1C(=O)C21CC(c2ccc(Cl)cc2)=NO1 (stereo not given)	-4	-1.7	-1.3	-1.0	1	-5	-0.2	4	-5

Further entries.
SMILES	Yp Topo-I inh	PfHsp40 yeast	FadD28 FP inh	BoNT A protease	PrPC surface inh	BoNT-F LC inh	TcdB GH inh	CCHFV vOTU inh	Anthrax LF inh2
COc1ccccc1/C=C/CN1CCCC(CCC(=O)NCc2ccc(F)c(F)c2)C1 (stereo not given)	14	-1.0	-4.1	-1.0	-12	-5	0.3	-10	-2
C=CCC[C@H](Cc1ccc(F)cc1)C(=O)OC[C@@H](Cc1c[nH]c2ccccc12)NC(=O)[C@H](CC=C)CC(=O)NCCO	19	21	-4.7	0.5	-4	-3	1.5	9	-5
Cc1cc(C(=O)COC(=O)c2ccc(Br)o2)c(C)n1C	-1	0.0	-2.8	-0.8	7	-3	2.8	-12	1
CCNc1nc(N)nc(Oc2ccc(C(=O)OC)cc2)n1	1	0.1	-1.8	0.0	2	-5	/	4	2
Cc1ccc(-c2nnn(CC(=O)N(CCN3CCOCC3)C(C(=O)NC(C)(C)C)c3ccco3)n2)cc1 (stereo not given)	8	0.3	-1.0	-1.1	8	-1	-1.7	-6	-8
CC(=O)N(C)c1ccc(NC(=O)Cc2cccc3ccccc23)cc1	-13	-0.7	-2.7	-1.2	8	-3	0.7	0	-5
CSc1nnnn1-c1ccc(C(=O)O)cc1	5	3.8	-1.5	-0.3	3	-6	/	11	-3
CSCC[C@H](NC(=O)C1CCN(C(=O)[C@@H](N)Cc2ccccc2)CC1)C(=O)O	2	-2.3	/	-3.7	0	7	0.7	-6	-8
COc1ccc(NC(=O)/C(=C/c2ccc(OC(C)=O)c(OC)c2)NC(C)=O)cc1	-7	-1.9	0.2	-0.7	-11	1	0.1	-14	-8
CC1CC(CC(=O)NC(=S)Nc2ccccc2Cl)C(=O)O1 (stereo not given)	-7	-0.4	-0.3	-0.7	7	-1	1.2	-2	0
Cc1cc(=O)oc2ccc(OCC(=O)N3CCc4ccccc43)cc12	13	0.7	-0.4	1.1	-1	1	/	4	2
CCN1C(=O)[C@H]2[C@H]3CN=C(SCc4ccc(C#N)cc4)N3[C@@](Cc3ccccc3)(C(=O)OC)[C@H]2C1=O	22	0.7	-0.6	-0.2	11	-3	0.9	2	0
O=c1c2cc(N3CCOCC3)ccc2[nH]c(=S)n1CCCN1CCCC1	0	0.0	-0.3	0.8	-8	-1	/	-7	0
COc1ccccc1N1C(=O)S/C(=C\c2cc(C)n(C)c2C)C1=O	4	0.4	-0.8	-0.8	-11	-4	1.6	8	1
COCCSc1nnc(NC(=O)C2CC(=O)N(c3ccc(OC)cc3)C2)s1 (stereo not given)	8	0.1	-3.4	0.0	10	-2	0.7	1	2
CCOC(=O)N1CCN(C(=O)/C(=C/c2ccc(OC)c(OC)c2)NC(=O)c2ccccc2)CC1	1	17	-3.1	-0.5	29*	4	0.3	-10	-11
CCC(=O)Nc1c(C(=O)N2CCN(c3ccccn3)CC2)cnn1-c1ccc(Cl)cc1	4	0.2	-2.9	0.0	2	4	/	-14	0
Cc1ccc(C)n1-c1ccsc1C(=O)CC#N	8	-1.4	-1.6	-1.3	10	-2	-6.1	5	-2
O=C(NCCCNCCCNC(=O)c1ccccn1)c1ccccn1	-2	-0.1	-0.5	1.2	4	-2	-0.9	-4	3
CC(=O)Nc1ccc(S(=O)(=O)NNC(=O)CCc2ccccc2)cc1	-3	-0.5	-0.4	-8.1	0	-8	0.7	-9	4
CCCC1(C(=O)OCC)NC(c2ccc(N(C)C)cc2)C2C(=O)N(c3ccccc3)C(=O)C21 (stereo not given)	-2	-1.6	-2.1	0.2	-2	-5	/	11	-6
OC(Cn1cncn1)c1ccc(Cl)cc1Cl (stereo not given)	4	8.0	-3.2	-0.2	-3	2	/	15	-4
CN(Cc1cccc(F)c1)C(=O)C1CC(=O)N(Cc2ccco2)C1 (stereo not given)	-4	/	0.8	0.1	2	1	3.0	-11	4
O=C(Nc1ccccc1)c1cccnc1N1CCOCC1	3	0.8	0.2	0.3	-2	-1	0.0	-2	0
CN(c1ccccc1)S(=O)(=O)c1ccc(C(=O)N2CCN(c3ccccc3)CC2)cc1	-1	/	-2.8	-0.6	8	-3	-1.0	-8	-4
C/C(=N\N1CCN(Cc2ccc(C)cc2)CC1)c1ccco1	4	-1.1	2.0	-0.3	-6	1	0.7	3	2
O=C(CCC(=O)OCC(=O)c1ccc(Br)cc1)NC1CCCCC1	-3	0.6	1.1	0.4	2	3	/	1	1
COc1ccc(C(=O)N2CCNC(=O)C2CC(=O)Nc2cccc(Cl)c2Cl)cc1 (stereo not given)	-1	0.5	-1.2	-3.2	-2	5	0.8	14	-3
O=C(c1cn(-c2ccccc2)nc1-c1cccnc1)N1CCN(S(=O)(=O)c2ccccc2F)CC1	25	-0.5	-0.3	-3.6	9	-18	1.2	6	-5
CS(=O)(=O)N(CC(=O)Nc1ccccc1Br)Cc1ccccc1	-1	-0.2	-8.6	0.1	-7	-24	1.7	0	3
O=C(NCc1ccco1)Nc1ccc2snnc2c1	-7	1.0	-3.1	-0.6	-4	-4	/	-1	-6
Nc1ccc(C(=O)O)cc1S(=O)(=O)O	4	0.0	-3.7	1.7	-2	-1	0.0	-14	2
CCC(=O)OC1(C(=O)CCl)[C@@H](C)C[C@H]2[C@@H]3CCC4=CC(=O)C=C[C@]4(C)[C@@]3(F)[C@@H](O)C[C@@]21C (stereo not given in full)	5	1.6	-4.0	-1.0	13	-4	2.7	6	-10
Cc1ccnc(NC(=O)c2cccc3ccccc23)c1	0	3.6	-2.9	-0.7	-1	7	0.0	2	-3
CN1OC[C@@H]2CN(C(=O)C(C)(C)C)[C@H](c3cccc(Oc4ccccc4)c3)C[C@@H]21	3	/	-4.6	-0.2	-2	0	0.9	-6	-3
Cc1ccc(-c2cc(-c3ccccc3)nc(Cl)n2)cc1	7	-0.2	-0.7	-1.0	1	-10	/	-2	-4
CC(C)(C)c1ccc(C(=O)Nc2ccc3c(c2)C(=O)NC3=O)cc1	-3	-0.5	-0.6	-0.1	12	-3	-3.7	2	-6
O=C1C[C@@H]2c3c(cccc3CN1Cc1ccc(F)cc1)C[C@@H](O)[C@H]2O	-7	-1.3	-2.2	0.4	-2	-2	-0.1	-7	-2
CN(c1ccccc1)c1nc(N2CCCC2)nc(-n2ccnc2)n1	28	393*	-1.3	-1.5	5	-10	/	9	-1
CC(C)c1ccc(CC(=O)N2CCC2(C)C(=O)NS(=O)(=O)c2cccc(C#N)c2)cc1 (stereo not given)	-4	/	-3.4	-0.2	3	-1	1.0	3	-2
COc1ccc(OC)c(/C=C/c2c([N+](=O)[O-])c(=O)n(C)c(=O)n2C)c1	-5	-1.5	-2.1	0.0	-6	-5	1.1	-5	-7
COc1ccc(Nc2ccc(Cl)cc2)c(C(=O)O)c1	-8	1.2	4.4	0.0	-4	-1	/	24	-1
CCOC(=O)c1cnc(SCc2ccc(C(C)(C)C)cc2)nc1N	25	0.3	-1.9	-0.2	-4	-7	/	-1	-6
O=C(O)C(Cc1c[nH]c2ccccc12)N1C(=O)C2C3c4ccccc4C(c4ccccc43)[C@@H]2C1=O (stereo not given in full)	16	-0.9	-1.9	0.7	-2	0	-0.2	10	0
Cc1cc(F)ccc1S(=O)(=O)NCC1CC2CCC1C2 (stereo not given)	2	1.2	-2.6	-1.3	3	-5	0.4	8	5
OC1(c2ccc(F)cc2)CCN(Cc2nnnn2Cc2cccs2)CC1	4	0.0	-0.7	1.6	3	2	/	-9	4
Cc1cccc(CCNC(=O)CCS(=O)(=O)c2ccc(Br)cc2)c1	2	1.6	-1.4	-0.7	8	1	/	-2	0
O=C(C1CCCN1S(=O)(=O)c1cccc2nsnc12)N1CCCCCC1 (stereo not given)	1	-0.3	0.7	0.3	-18	2	1.6	7	-3
O=C(NCc1n[nH]c(=S)n1-c1cccc(Cl)c1)c1ccc(S(=O)(=O)N2CCCC2)cc1	-9	-0.9	-2.9	-0.5	-8	2	/	1	0
CCOc1cc(NC(=O)c2ccccn2)c(OCC)cc1NC(=O)c1cccc(C)c1	-2	-0.7	-0.7	0.4	-5	-5	0.8	7	-3
Cc1cccc(C)c1OCc1nnc(SCC(=O)NCCc2ccccc2)o1	16	-1.0	0.1	?	-3	-6	/	-1	-2

Screens as filed in PubChem BioAssay.
